Compound activity deposited in PubChem by National Center for Advancing Translational Sciences (NCATS).
TDP1 cell noCPT: qHTS for Inhibitors of human tyrosyl-DNA phosphodiesterase 1 (TDP1): qHTS in cells in absence of CPT; DT40 Tdp1-/- hTDP1 cells, no CPT, ATP luminescence, 48 h; Potency, µM (top dose mostly 46.2 µM), for the others: top-dose activity change, negative = growth inhibition, usual class: inhibitors; hit rate 15% among 420,000; AID 686978, 2013; note: nearly all actives have a fitted effect of over 55% in size
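Chicken DT40 Tdp1-/- cells complemented with human TDP1, screened without camptothecin (DMSO vehicle only), 400 cells/well. Compounds pin-transferred, cells incubated at 37 °C for at least 48 hr. Growth read as ATP-dependent luminescence (CellTiter-Glo, 30 min at RT).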
GCN5L2 inh: qHTS Assay for Inhibitors of GCN5L2. Potency, µM (doses to about 58.9 µM), for inactives: top-dose activity change, negative = inhibition, hits mostly inhibitors. GCN5L2 HAT assay, ThioGlo1 CoA-SH fluorescence. hit rate 0.21% among 390,000. AID 504327, 2011
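Fluorescence readout, Ex340nm/Em540nm: ThioGlo1 (50uM final) reacts with free CoA thiol released as 20nM GCN5L2 acetylates H3(1-25) peptide (75uM) using acetyl-CoA (70uM). Compound and enzyme sat 15 min beforehand; 20 min room-temperature reaction.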
TDP1 inh: qHTS Assay for Inhibitors of Tyrosyl-DNA Phosphodiesterase (TDP1); Potency, µM (top dose mostly 130 µM), for the others: at the highest dose activity change, negative = inhibition, actives largely listed as inhibitors; hit rate 0.28% among 350,000; recombinant TDP1, AlphaScreen DNA substrate cleavage; AID 485290, 2010; note: nearly all actives have a fitted effect of over 40% in size
Target sequence (Q9NUW8 whole entry, looked up): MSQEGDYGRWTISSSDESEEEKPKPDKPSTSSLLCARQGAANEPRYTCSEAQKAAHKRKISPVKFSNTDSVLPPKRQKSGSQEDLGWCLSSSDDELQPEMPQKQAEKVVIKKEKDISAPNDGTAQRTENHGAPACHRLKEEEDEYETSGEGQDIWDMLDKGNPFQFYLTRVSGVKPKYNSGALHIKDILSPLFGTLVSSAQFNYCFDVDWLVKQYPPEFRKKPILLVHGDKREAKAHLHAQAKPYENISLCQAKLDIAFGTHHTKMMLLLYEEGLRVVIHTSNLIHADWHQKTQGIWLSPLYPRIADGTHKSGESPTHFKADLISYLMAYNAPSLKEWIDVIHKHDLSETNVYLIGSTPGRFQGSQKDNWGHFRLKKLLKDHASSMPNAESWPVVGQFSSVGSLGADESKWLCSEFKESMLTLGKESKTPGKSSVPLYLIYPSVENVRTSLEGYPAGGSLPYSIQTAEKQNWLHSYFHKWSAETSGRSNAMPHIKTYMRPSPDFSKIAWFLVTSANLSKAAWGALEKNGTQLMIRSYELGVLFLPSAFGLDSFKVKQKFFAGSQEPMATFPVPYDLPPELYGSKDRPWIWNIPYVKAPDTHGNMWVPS
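Tdp1 1 nM final; 15 min RT w/ cpd; substrate 15 nM, 5 min; beads 10 ug/ml, 10 min; AlphaScreen read. Neg ctrl: no enzyme.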
The depositor's hits bear a star; u = inconclusive; x = no result given; & = joins results of further samples; [ ] = remark or other dose. Calls come from the whole dose curve; as a rule, active = well fitted curve in the direction sought with a large enough effect; inconclusive = small, poorly fitted or top-dose-only effect, or another doubt; inactive = no such curve, though single readings can be large; an effect the other way counts as inactive or inconclusive. % is set by controls: 0 for no effect and ±100 for the full control effect; potency is the fitted concentration of half-maximal effect. This is a subset, so the mix of outcomes need not match the whole.

[1] O=C(Cn1ncc2c3ccccc3n(Cc3ccccc3F)c2c1=O)NC1CC1
[2] Cc1cccc(NC(=O)[C@H](Cc2ccccc2)NC(=O)[C@@H]2Cc3ccccc3CN2)c1
[3] COc1ccc(C)cc1NC(=O)CSc1nnc(CC(=O)Nc2ccccc2C)n1C
[4] CCOC(=O)c1c(-c2ccccc2)csc1NC(=O)c1cc2ccccc2oc1=O
[5] O=C(CN1CCC(C(=O)c2ccc(F)cc2)CC1)NCc1ccccc1F
[6] NC(=O)C1CCN(c2oc(/C=C/c3ccc(F)cc3)nc2S(=O)(=O)c2ccccc2)CC1
[7] O=C(Cc1ccccc1)Nc1nc2ccccc2s1
[8] CC(C)N(Cc1ccccc1)C(=S)NC1CCCCC1
screen / no.	1	2	3	4	5	6	7	8
TDP1 cell noCPT	1%	2%	-9%	16µM*	u	12%	u	u
GCN5L2 inh	-7%	-16%	1%	33%[activator]	-6%	-10%	-5%	-6%
TDP1 inh	-1%	5%	9%	2%	x	3%	-11%	-3%

[9] Cc1cc(C)n2nc(C(=O)OCC(=O)NC3CCCCC3)nc2n1
[10] COc1ccc(-n2c(=O)c3c4c(sc3n(CC(=O)Nc3cc(C)[nH]n3)c2=O)CCCC4)c(OC)c1
[11] COc1cccc(NC(=O)CCN2C(=O)C3CC=CCC3C2=O)c1 (stereo unspecified)
[12] CCCN(C(=O)Cn1nc(Cc2ccncc2)c2ccccc2c1=O)c1ccccc1C
[13] CCOc1ccc(Nc2c(S(=O)(=O)c3ccccc3)cnc3ccccc23)cc1
[14] CCN1C(=O)/C(=C2/C=CC=CN2C)OC1=S
[15] N#CC1=C(N)Oc2c(oc(CO)cc2=O)C1c1ccsc1 (stereo unspecified)
[16] O=S(=O)(c1ccc2oc3ccccc3c2c1)N1CCOCC1
screen / no.	9	10	11	12	13	14	15	16
TDP1 cell noCPT	-5%	-21%	16%	u	u	1%	6%	-12%
GCN5L2 inh	-1%	-6%	-7%	1%	-17%	-11%	-6%	0%
TDP1 inh	-5%	7%	4%	1%	8%	7%	0%	0%

Results in sequence from the entries so far.
TDP1 cell noCPT, compounds 12–16: u, u, 1%, 6%, -12%
GCN5L2 inh, compounds 12–16: 1%, -17%, -11%, -6%, 0%
TDP1 inh, compounds 12–16: 1%, 8%, 7%, 0%, 0%

(listing goes on)
[17] O=C(O)Cn1c(SCCOc2ccc(Cl)cc2)nc2ccccc21
[18] C=CCN(c1ccccc1C(=O)O)S(=O)(=O)c1ccc(C)cc1
[19] O=c1c2ccccc2nc2c3ccccc3c(Cl)nn12
[20] CN(Cc1nc(-c2ccc(Cl)cc2)no1)S(=O)(=O)c1ccccc1
[21] CCOC(=O)C1(Cc2ccc(Cl)cc2)CCN(C(=O)c2sc(C)nc2C)CC1
[22] CCCCCCCCCCCCCCCC(=O)N[C@H](CN1CCOCC1)[C@H](O)c1ccccc1
[23] Cc1ccc(C(=O)N2CCc3cc(CNC(=O)c4ccc(Br)cc4)ccc32)cc1
[24] Cc1ccc(S(=O)(=O)N2CCC(O)(c3cccnc3)CC2)cc1
screen / no.	17	18	19	20	21	22	23	24
TDP1 cell noCPT	-10%	-7%	x	u	9.2µM*	-14%[4.12 µM]	15µM*	-1%
GCN5L2 inh	-10%	-12%	9%	-11%	-19%	-2%	-2%	-1%
TDP1 inh	7%	8%	-4%	-12%	7%	10%&1%	10%	-7%

[25] CCOC(=O)C1CN(S(=O)(=O)c2ccc(OC)cc2)c2cc(Cl)ccc2O1 (stereo unspecified)
[26] CC(=O)N1CCN(C(=O)CCNS(=O)(=O)c2ccc(Br)cc2)CC1
[27] COc1ccc([N+](=O)[O-])cc1N(CC(=O)N1CCCCC1)S(C)(=O)=O
[28] CC1(C)Cc2c(sc(NC(=O)COc3ccc(Cl)cc3)c2C(N)=O)C(C)(C)N1
[29] COc1ccc(Nc2oc(/C=C/c3ccccc3OC)nc2C#N)cc1
[30] Cc1ccc(NC(=O)COC(=O)CNC(=O)c2ccc(C)s2)cc1
[31] O=C(CSc1nc2ccccc2c(=O)n1-c1cccc(C(F)(F)F)c1)NC1CC1
[32] COc1ccc(-c2cc(CS(=O)(=O)c3ccccc3)on2)cc1
screen / no.	25	26	27	28	29	30	31	32
TDP1 cell noCPT	21µM*	-6%	u	-1%	u	-11%	u	-5%
GCN5L2 inh	-23%	1%	-1%	-8%	5%	-5%	-12%	-16%
TDP1 inh	x	-10%	3%	0%	0%	2%	2%	-2%

[33] CC(C)(C)C(=O)Cn1ncc(N2CCOCC2)c(Cl)c1=O
[34] Cc1ccccc1Nc1nnc(-c2ccc(C)c(S(=O)(=O)N3CCN(C)CC3)c2)c2ccccc12
[35] CC(=O)c1ccc(NC(=O)CSc2nc(=O)n(Cc3ccccn3)c3c2CCC3)cc1
[36] Cc1ccc(-n2c(=O)c3c4c(sc3n(CC(=O)C(C)(C)C)c2=O)CCCCC4)cc1C
[37] C#CCSc1nnnn1-c1ccc(OCC)cc1
[38] Cc1ccccc1C(=O)Nc1cc2c(cc1N1CCCCC1)n(C)c(=O)n2C
[39] Cc1cc(C)c(OCC(=O)OCC(=O)N2CCc3ccccc3C2)c(C)c1
[40] Cc1ccc(OCCCC(=O)Nc2cc(Cl)ccc2-n2cncn2)cc1
screen / no.	33	34	35	36	37	38	39	40
TDP1 cell noCPT	-9%	u	u	u	-1%	12µM*	-17%	u
GCN5L2 inh	-14%	-1%	-3%	-4%	-3%	-5%	3%	2%
TDP1 inh	x	x	-3%	4%	5%	2%	-10%	x

[41] CSc1ccc(-c2nnn(CC(=O)NCc3ccccc3)n2)cc1
[42] S=c1[nH]nc(Cc2ccc(Cl)cc2)o1
[43] Cc1ccccc1NC(=O)CSc1nnc(NC(=O)C2CC2)s1
[44] Cc1cc(C)cc(N2CCCn3c2nc2c3c(=O)n(CC(=O)OCc3ccccc3)c(=O)n2C)c1
[45] Cc1ccc(Cl)cc1N1CCN(C(=O)c2ccc(CS(=O)Cc3ccc(Cl)cc3)o2)CC1 (stereo unspecified)
[46] Cc1cc(S(=O)(=O)Nc2ccc(C(=O)NCc3cccnc3)cc2)ccc1F
[47] COc1ccc(CCC(=O)NCc2nc3cccnc3n2Cc2ccccc2)cc1
[48] O=C(O)c1ccoc1CN1CCCCC1
screen / no.	41	42	43	44	45	46	47	48
TDP1 cell noCPT	u	-11%	-14%	u	u	-19%	16µM*	11%
GCN5L2 inh	-5%	-3%	0%	u	-9%	1%	-7%	0%
TDP1 inh	4%	-1%	8%	4%	6%	4%	8%	0%

A different layout for part of the listing above:
cpd	canonical_smiles	TDP1 cell noCPT	GCN5L2 inh	TDP1 inh
31	O=C(CSc1nc2ccccc2c(=O)n1-c1cccc(C(F)(F)F)c1)NC1CC1	u	-12%	2%
32	COc1ccc(-c2cc(CS(=O)(=O)c3ccccc3)on2)cc1	-5%	-16%	-2%
33	CC(C)(C)C(=O)Cn1ncc(N2CCOCC2)c(Cl)c1=O	-9%	-14%	x
34	Cc1ccccc1Nc1nnc(-c2ccc(C)c(S(=O)(=O)N3CCN(C)CC3)c2)c2ccccc12	u	-1%	x
35	CC(=O)c1ccc(NC(=O)CSc2nc(=O)n(Cc3ccccn3)c3c2CCC3)cc1	u	-3%	-3%
36	Cc1ccc(-n2c(=O)c3c4c(sc3n(CC(=O)C(C)(C)C)c2=O)CCCCC4)cc1C	u	-4%	4%
37	C#CCSc1nnnn1-c1ccc(OCC)cc1	-1%	-3%	5%
38	Cc1ccccc1C(=O)Nc1cc2c(cc1N1CCCCC1)n(C)c(=O)n2C	12µM*	-5%	2%
39	Cc1cc(C)c(OCC(=O)OCC(=O)N2CCc3ccccc3C2)c(C)c1	-17%	3%	-10%
40	Cc1ccc(OCCCC(=O)Nc2cc(Cl)ccc2-n2cncn2)cc1	u	2%	x
41	CSc1ccc(-c2nnn(CC(=O)NCc3ccccc3)n2)cc1	u	-5%	4%
42	S=c1[nH]nc(Cc2ccc(Cl)cc2)o1	-11%	-3%	-1%
43	Cc1ccccc1NC(=O)CSc1nnc(NC(=O)C2CC2)s1	-14%	0%	8%
44	Cc1cc(C)cc(N2CCCn3c2nc2c3c(=O)n(CC(=O)OCc3ccccc3)c(=O)n2C)c1	u	u	4%
45	Cc1ccc(Cl)cc1N1CCN(C(=O)c2ccc(CS(=O)Cc3ccc(Cl)cc3)o2)CC1 (stereo unspecified)	u	-9%	6%

Further entries follow.
[49] COc1ccc(C2(c3ccc(O)cc3O)CC(c3ccccc3Cl)NC(=S)N2)cc1 (stereo unspecified)
[50] CCOC(=O)c1c(C)oc2nc(C)nc(Nc3cc(C)cc(C)c3)c12
[51] CCOC(=O)c1ccc(Cl)c(NC(=O)c2cccnc2)c1
[52] O=C1CC(c2cccs2)c2ccc3ccccc3c2N1 (stereo unspecified)
[53] CC(=O)c1cccc(NC(=O)C2CCN(S(=O)(=O)c3ccc4c(c3)oc(=O)n4C)CC2)c1
[54] Cc1cc(C)c2c(=O)c3c(oc2c1)C(=O)N(Cc1ccco1)C3c1ccc(F)cc1 (stereo unspecified)
[55] Cc1c(N)cccc1N
[56] CN(C)N1C(N)=C(C#N)C(c2ccc3c(c2)OCO3)C2=C1CC(C)(C)CC2=O (stereo unspecified)
screen / no.	49	50	51	52	53	54	55	56
TDP1 cell noCPT	u	0%	x	-22%	u	1%	-8%	8%
GCN5L2 inh	-10%	-7%	-12%	-12%	-3%	-4%	-4%	2%
TDP1 inh	9%	-1%	5%	2%	4%	5%	2%&1%	x

[57] Cc1ncc([N+](=O)[O-])n1CC(=O)Nc1ccc(Br)cc1
[58] Cn1cccc1Cc1nnc(SCC(=O)N2CCc3ccccc32)n1-c1ccc(F)cc1
[59] COCCCN1C(=O)C(=O)/C(=C(/O)c2ccc(OC(C)C)cc2)C1c1cccnc1 (stereo unspecified)
[60] COc1ccc(-c2cnc(-c3cccnc3)o2)cc1
[61] Cn1nc(-c2ccccc2)c(C(=O)Nc2ccc(C(F)(F)F)cc2)c1Cl
[62] COc1ccc(C(CNC(=O)COc2ccccc2OC)N(C)C)cc1OC (stereo unspecified)
[63] O=C(COc1cc(Cl)c(Cl)cc1Cl)Nc1cccc(O)c1
[64] COc1cccc(C(=O)Nc2ccc3[nH]ncc3c2)c1OC
screen / no.	57	58	59	60	61	62	63	64
TDP1 cell noCPT	-4%	-24%	-1%	-8%[9.04 µM]	-2%	0%	u	-16%
GCN5L2 inh	2%	1%	-21%	x	-7%	-6%	-13%	1%
TDP1 inh	x	8%	-2%	6%	-2%	4%	x	x

[65] Cc1ccc(C(=O)COC(=O)CNC(=O)c2ccc(N3C(=O)c4ccccc4C3=O)cc2)cc1C
[66] O=S(=O)(c1ccc2ccccc2c1)N1CCc2ccccc21
[67] COc1cc(-c2nnc(SCC(=O)Nc3cc(C)on3)n2C)cc(OC)c1O
[68] COc1ccc(-c2nnc(SCC(=O)Nc3ccc(C)cc3)n2C)cc1
[69] CN(C)S(=O)(=O)c1cccc(N=C2SCCN2Cc2ccccc2)c1
[70] Cc1c(C(C)C)c(=O)n(-c2ccc(S(=O)(=O)N3CCOCC3)cc2)n1C
[71] COc1ccc(C2C(C(=O)c3ccco3)=C(O)C(=O)N2CC2CCCO2)c(OC)c1 (stereo unspecified)
[72] COc1cccc(CN2CCC(n3nccc3NC(=O)CCCc3ccccc3)CC2)c1
screen / no.	65	66	67	68	69	70	71	72
TDP1 cell noCPT	-6%	u	11%	1%	21µM*	-19%	-23%	u
GCN5L2 inh	-1%	-7%	2%	-5%	-25%	-3%	1%	u
TDP1 inh	3%	x	2%	0%	x	-3%	11%	3%

[73] CCOc1ccc(NC(=O)CN(C)C(=O)c2ccc(COc3ccccc3)cc2)cc1OCC
[74] COc1cccc(NS(=O)(=O)NC(=O)c2cn(C)c3ccccc23)c1
[75] CC(C)(C)c1cc(CCC(=O)NCc2cccnc2)cc(C(C)(C)C)c1O
[76] COc1ccccc1S(=O)(=O)N1CCN(S(=O)(=O)c2ccccc2C#N)CC1
[77] O=C(NCc1cccc(Cl)c1)c1cnc(N2CCCCC2)c2ccccc12
screen / no.	73	74	75	76	77
TDP1 cell noCPT	-18%	6%	4%	-10%	26µM*
GCN5L2 inh	-3%	-2%	-8%	-1%	-8%
TDP1 inh	5%	5%	0%	4%	-4%
